POLK inh: DNA polymerase kappa (human) inhibition. purified Pol kappa, fluorescent DNA synthesis assay, 10 min. 0.53% of 400,000 active. Q9UBT6. AID 588579. Potency, µM (series often up to 107 µM), for inactives: at the highest dose activity, negative = inhibition, usual class: inhibitors; further: potency means the concentration at half of the fitted maximal effect; on the % scale 0 is the no-effect control and ±100 the full control effect
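10 nM Pol kappa preincubated 15 min at room temperature with compounds, then reaction started with substrate at 50 nM final. Fluorescence read kinetically at 0 and 10 min; buffer-only wells served as negative control.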
POLH inh: DNA polymerase eta (human) inhibition. recombinant Pol eta, fluorescent DNA replication assay. Q9Y253. AID 588591. 1.2% of 390,000 active. Potency, µM (top dose mostly 114 µM), inactives show at the top dose activity change, negative = inhibition, usual class: inhibitors; further: potency means the concentration at half of the fitted maximal effect; on the % scale 0 is the no-effect control and ±100 the full control effect
Target sequence (Q9Y253 whole entry, looked up): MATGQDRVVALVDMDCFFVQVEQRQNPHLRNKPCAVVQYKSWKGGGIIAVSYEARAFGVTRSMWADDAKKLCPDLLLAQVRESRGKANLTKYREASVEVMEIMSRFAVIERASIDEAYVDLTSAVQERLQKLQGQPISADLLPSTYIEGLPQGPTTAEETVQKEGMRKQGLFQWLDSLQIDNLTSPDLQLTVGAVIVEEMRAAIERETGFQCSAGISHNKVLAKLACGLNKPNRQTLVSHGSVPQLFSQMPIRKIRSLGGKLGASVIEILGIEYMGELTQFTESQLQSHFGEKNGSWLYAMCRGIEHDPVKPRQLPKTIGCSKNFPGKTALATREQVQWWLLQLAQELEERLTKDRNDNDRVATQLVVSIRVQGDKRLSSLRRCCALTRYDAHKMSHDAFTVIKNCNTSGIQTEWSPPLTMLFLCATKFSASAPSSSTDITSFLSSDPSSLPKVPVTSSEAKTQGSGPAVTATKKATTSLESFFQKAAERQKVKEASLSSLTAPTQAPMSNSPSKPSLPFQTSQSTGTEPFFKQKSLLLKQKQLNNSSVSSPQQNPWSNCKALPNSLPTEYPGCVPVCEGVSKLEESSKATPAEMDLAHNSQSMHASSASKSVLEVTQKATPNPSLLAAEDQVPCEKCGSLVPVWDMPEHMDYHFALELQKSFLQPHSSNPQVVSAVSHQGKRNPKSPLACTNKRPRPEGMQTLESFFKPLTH
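Pol eta at 10 nM preincubated with compounds 15 min at room temperature; reaction started with fluorescent substrate (50 nM final) and read kinetically at 0 and 10 min.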
LDHA block: inhibitors of human lactate dehydrogenase A. purified LDHA, NADH/diaphorase-resazurin fluorescence; stronger effect = lower value. activity change, % (values are at about 110 or 230 µM). 0.15% of 480,000 active. AID 1347041; in the data active means activity change below about -30%; inconclusive means mostly about -25% to -30%;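 further: plate controls were DMSO wells for no effect and wells without enzyme for full effect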
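LDH5 2 nM; NADH 0.06 mM, pyruvate 0.2 mM; 200 mM Tris pH 7.4, EDTA, Tween-20; 5 min RT. Detection: diaphorase 0.133 mg/mL + resazurin 37 µM, fluorescence ex540/em590 at 0 and 20 min; normalized to enzyme-free and DMSO wells.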
RGS4 inh: blocks human RGS4-accelerated GTP hydrolysis | P49798 | Transcreener GDP fluorescence polarization, RGS4-accelerated GTP hydrolysis | Potency, µM (doses to about 114 µM), for inactives: top-dose activity change, negative = inhibition, usual class: inhibitors | 0.039% of 390,000 active | AID 504845; further: potency means the concentration at half of the fitted maximal effect; on the % scale 0 is the no-effect control and ±100 the full control effect; nearly all actives have a fitted effect of over 75% in size; some results filed as inactive show a strong effect at the top dose
Target sequence (P49798 whole entry, looked up): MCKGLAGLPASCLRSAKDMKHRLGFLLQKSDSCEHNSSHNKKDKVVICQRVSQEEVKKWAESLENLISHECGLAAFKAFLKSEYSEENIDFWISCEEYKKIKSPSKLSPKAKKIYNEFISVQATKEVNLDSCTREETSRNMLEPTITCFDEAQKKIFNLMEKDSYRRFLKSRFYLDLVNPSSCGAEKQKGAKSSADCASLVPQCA
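MLSMR compounds (23 nl, pin-transferred) preincubated 10 min at room temperature with a 500nM (2x) first reagent, then RGS4 at 900nM (2x) plus Transcreener GDP mix added; fluorescence polarization (620/688 nm) read before and after 90 min at 30 °C.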
12-LOX inh: inhibitors of human 12S-lipoxygenase ALOX12. purified 12hLO, xylenol orange hydroperoxide absorbance. Potency, µM (titrated, usually from 108 µM), without a hit: at the top dose activity change, negative = inhibition, hits mostly inhibitors. 1.1% of 580,000 active. AID 1671190; further: potency means the concentration at half of the fitted maximal effect; on the % scale 0 is the no-effect control and ±100 the full control effect
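Hydroperoxide product was detected by ferrous iron/xylenol orange as the 573 to 405 nm absorbance ratio. Arachidonic acid at 40 uM (final) was turned over for 30 min at room temperature by 150 nM human 12hLO, pH 7.0 Hepes buffer, after 15 min compound preincubation.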
POLB inh: DNA polymerase beta (human) inhibition; Pol beta primer extension/strand displacement, fluorescence kinetic; 1.3% of 340,000 active; P06746; Potency, µM (series often up to 114 µM), for inactives: at the top dose activity change, negative = inhibition, actives largely listed as inhibitors; further: potency means the concentration at half of the fitted maximal effect; on the % scale 0 is the no-effect control and ±100 the full control effect
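Kinetic readout of DNA synthesis with strand displacement by Pol beta. Compound and 10 nM enzyme sit 15 min at room temperature; 50 nM substrate starts the reaction, read immediately and at 10 min.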
ERG Ets-DNA blk: inhibitors of human ERG Ets domain-DNA interaction | P11308 | fluorescence polarization, His-ERG Ets domain / labelled DNA | Potency, µM (series often up to 76.9 µM), without a hit: at the highest dose FP activity, negative = inhibition, most hits filed as inhibitors | 0.028% of 370,000 active; active means well fitted inhibition curve with a large enough effect in the polarisation, with a control signal flat; inconclusive means small, poorly fitted or top-dose-only effect, or effect the other way, or a change in a side signal; inactive means no such curve, though single readings can be large or run the other way; the % refers to the polarisation;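 further: polarization taken with two DNA probes labelled with fluorescein and Texas red; potency means the concentration at half of the fitted maximal effect; % of control where 0% means no effect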
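His-tagged ERG Ets domain (1 uM in the protein solution; 300mM KCl, 50mM Tris-HCl, 1mM EDTA, 1mM DTT, pH 7.5) received compound, then a probe mix of 5 nM fluorescein-DNA and 100nM Texas-615-DNA. Fluorescence polarization was read for both dyes.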
Anesthetic bind: binds horse apoferritin like a general anesthetic | P02791 | Potency, µM (top dose mostly 77.5 µM), for the others: top-dose activity change, negative = displacement, actives largely listed as inhibitors | 0.074% of 350,000 active | apoferritin/1-aminoanthracene competitive binding, fluorescence; further: potency means the concentration at half of the fitted maximal effect; on the % scale 0 is the no-effect control and ±100 the full control effect; nearly all actives have a fitted effect of over 20% in size
Target sequence (P02791 2-175 limits assumed): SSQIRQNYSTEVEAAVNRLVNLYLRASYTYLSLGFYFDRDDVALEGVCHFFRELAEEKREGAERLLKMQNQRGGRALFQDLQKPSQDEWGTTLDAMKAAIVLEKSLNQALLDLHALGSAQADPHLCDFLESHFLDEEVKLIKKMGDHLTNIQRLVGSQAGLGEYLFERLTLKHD
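Apoferritin-based anesthetic binding model; compound displacement of fluorescent 1-AMA measured as endpoint fluorescence after 10 minutes at room temperature, scaled to free-ligand and complex controls.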
APE1 inh: inhibitors of human APE1 endonuclease; 0.35% of 350,000 active; recombinant APE1, TAMRA/BHQ-2 abasic DNA cleavage fluorescence; AID 2517; Potency, µM (top dose mostly 65.8 µM), inactives show at the highest dose activity change, negative = inhibition, hits mostly inhibitors;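 further: potency means the concentration at half of the fitted maximal effect; plate controls were vehicle for no effect and reference inhibitor for full effect; nearly all actives have a fitted effect of over 55% in size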
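Activity was derived from the fluorescence gain between first and third kinetic reads (60 s intervals, ex 525/em 598 nm) after 50 nM THF-abasic TAMRA/BHQ-2 duplex was added to 0.75 nM APE1 preincubated 15 min with compound.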
* = called active by the depositor; ? = inconclusive; . = not tested or not shown; & = joins results of further samples; ! = repeats disagree; [ ] = dose if it differs, or a comment. Unless noted, the call rests on the fitted dose curve; in most records, active means well fitted curve in the direction sought with a large enough effect; inconclusive means small, poorly fitted or top-dose-only effect, or another doubt; inactive means no such curve, though single readings can be large; an effect the other way counts as inactive or inconclusive.

Second line of a record: POLK inh | POLH inh | LDHA block | RGS4 inh | 12-LOX inh | POLB inh | ERG Ets-DNA blk | Anesthetic bind | APE1 inh
1	Cc1ccc(/C=C/c2onc(C)c2S(=O)(=O)N2CCC(C(=O)Nc3ccc(C)c(N(C)C)c3)CC2)cc1
    4.4%[60.1 µM] | 4.8% | -2.5 | -28.1% | -3.1% | -12.5% | -2.7% | -18.5% | .
2	O=C(Nc1ccc(F)cc1)C(=O)C1C(=O)Nc2ccccc21 (centres undefined)
    7.3% | -19.2% | -0.8 | 6.4% | -7.5% | 56.4% | 8.6% | 0.6% | 14.9%
3	CCC(C)(C)NC(=O)C(c1cccs1)N(C(=O)c1ccn[nH]1)c1ccccc1 (centres undefined)
    -2.3%[60.1 µM] | 6.8% | -18.2 | 20.2%[11.4 µM] | 3.7% | 16.6% | -3.9% | -6.4% | -3.6%
4	COc1ccc(S(=O)(=O)N2CCCCC2)cc1C(=O)Nc1cc(C)on1
    12.0% | -8.8% | -1.4 | -3.1% | -6.4% | 98.3% | 13.3% | -2.3% | 24.3%
5	COc1ccccc1NC(=O)CSc1nnc(NC(=O)c2ccco2)s1
    -5.8% | -17.7% | -3.6 | 5.1% | -7.1% | -1.6% | 9.3% | 1.3% | 2.2%
6	COc1ccc(-c2[nH]ncc2C(=O)NCc2ccc(F)cc2)cc1
    -4.9% | . | -7.9 | 24.3% | 2.9% | 14.5% | 2.4% | -12.1% | .
7	CN(C)c1ccc(S(=O)(=O)NCC(=O)NCc2ccccc2)cc1[N+](=O)[O-]
    4.2% | -3.2% | -6.8 | -20.8% | -9.0% | -11.9% | -21.2% | -4.9% | 13.7%
8	CC(=O)C1=C(O)C(=O)N(CCN2CCOCC2)C1c1ccccc1 (centres undefined)
    0.5% | 7.0% | -1.3 | -15.6% | ? | 28.9% | . | -9.5% | 5.9%
9	Cc1cc(NS(=O)(=O)c2ccc(NC(=O)c3ccc(Cl)cc3Cl)cc2)no1
    -3.6% | -18.3% | -3.8 | -18.5% | -0.5% | 3.3% | -1.6% | 2.5% | 58.9%[activator]
10	c1coc(Cn2c(SCc3nc4ccccc4[nH]3)nnc2-c2cccs2)c1
    -4.0% | -5.2% | 2.3 | -8.9% | -24.6% | 15.3% | 7.0% | -10.4% | -2.5%
11	O=C(CN(CC1CCCO1)C(=O)CNS(=O)(=O)c1ccc(Cl)cc1)NC1CCCCC1 (centres undefined)
    -2.4% | -11.0% | -4.5 | -21.7% | -7.1% | -24.0% | 8.6% | 5.8% | 39.9%
12	COc1ccc(C(C)=O)cc1CN1C(=O)C(C)N(c2ccc(C)cc2)C1=O (centres undefined)
    -10.0% | -22.1% | 1.5 | 7.6% | ? | -3.5% | -4.2% | -16.9% | ?
13	Cc1ccc(NC(=O)COC(=O)CCC(=O)c2cccs2)cc1C
    8.3% | -16.7% | -6.5 | -3.1% | -25.1% | -6.6% | 0.8% | ? | -1.6%
14	CCC(=O)NC(=S)Nc1ccccc1OC
    -2.1% | -18.2% | 0.1 | -60.5%[11.4 µM] | 121.3%[activator] | -19.6% | 3.4% | -5.8% | 0.8%
15	O=c1[nH]c(-c2ccccc2)ncc1OCc1ccccc1
    -4.2% | -22.2% | -5.0 | -33.0% | -4.0% | . | . | . | .
16	O=C(COC(=O)c1cnccn1)c1ccc([N+](=O)[O-])cc1
    -3.8% | 10.3% | 7.2 | 13.1% | 0.0% | 21.0% | -2.0% | -7.1% | -0.4%
17	Cc1cc([N+](=O)[O-])nn1Cc1ccccc1F
    1.8% | -12.8% | 3.4 | -0.1% | 0.0% | 1.2% | 11.7% | ? | -1.2%
18	Cc1cc(C)c(OCCCCN2CCC(C)CC2)c(Br)c1
    -8.0% | -25.1% | -8.7 | -10.1% | -10.3% | 5.9% | -1.3% | -7.9% | 8.2%
19	c1ccc(OCCCn2nnc(-c3cccnc3)n2)cc1
    7.2% | 9.5% | 0.5 | -11.9% | 12.1% | -19.1% | 5.3% | 0.6% | 1.2%
20	O=[N+]([O-])c1ccc(CSC2=NCCN2)cc1
    3.4% | -17.5% | -0.6 | 6.5% | 0.0% | 31.8% | 6.7% | -18.4% | 1.1%
21	COC(=O)C1CCN(C(=O)c2ccc(OC3CCN(Cc4ccccn4)CC3)cc2)CC1
    -5.6% | -29.5% | -3.7 | -11.5% | 7.3% | -0.5% | 5.8% | -8.1% | 2.0%
22	N#C/C(=C\c1ccc(O)c(O)c1)C(=O)NCCc1ccccc1
    ? | 8.91µM* | 7.5&7.6 | 18.9µM*! | ? | -1.7%[57.1 µM] | 0.0% | . | 7.4%&-8.2%
23	C/C(=N/NC(=O)CNC(=O)COc1cccc(C)c1)c1ccco1
    -2.0% | -1.2% | -11.2 | 11.2% | 13.8% | 6.7% | 9.7% | -5.7% | 12.0%
24	O=C(NCc1nnc(SCC(=O)N2CCN(c3ccccc3)CC2)o1)c1c(F)cccc1F
    -16.4% | -1.2% | -0.6 | -1.5% | 2.4% | -4.0% | -0.5% | -13.0% | -10.2%
25	COc1ccccc1N1CCN(S(=O)(=O)c2ccc(-c3cnc(C4CC4)o3)cc2)CC1
    -29.3% | -14.0%&-19.3% | -10.2&1.4 | -8.5%&-12.9% | 8.5%&3.3% | -26.8%&-12.6% | -8.0%&-5.3% | 6.8%&43.1% | -1.7%
26	Cc1ccc(-c2csc(NCCn3c(-c4ccncc4)nc4cc(C(F)(F)F)ccc43)n2)cc1
    1.3% | -17.5% | 2.8 | -31.5% | -15.6% | . | -10.9% | . | -16.6%
27	COC(=O)C1=C(C)C(c2ccc(OC)cc2)NC(=O)N1 (centres undefined)
    -1.5% | -11.7% | -6.9 | 14.3% | 0.3% | 1.4% | 6.4% | -1.6% | 2.4%
28	Cn1nc(-c2ccccc2)c(-c2ccccc2)c(C(=O)Nc2ccc(S(N)(=O)=O)cc2)c1=O
    -11.9% | -13.8% | -8.9 | 23.1% | -18.8% | -0.6% | -9.6% | -7.1% | .
29	O=C(CCS(=O)(=O)c1cccc2nsnc12)N1CCN(c2ccccc2F)CC1
    5.3% | -12.9% | 0.0 | -10.8% | 0.0% | -17.2% | 6.0% | -14.2% | -2.7%
30	Cc1c(C)c2c(OCC(=O)NCC(C)C)cc3c(c2oc1=O)CCC(C)(C)O3
    -8.3%[60.1 µM] | 2.5% | 1.4 | 19.6% | 8.0% | 14.7% | 3.0% | 1.4% | 31.0%

Results in APE1 inh, for two of the compounds above:
cpd	compound	APE1 inh
8	CC(=O)C1=C(O)C(=O)N(CCN2CCOCC2)C1c1ccccc1 (centres undefined)	5.9%
9	Cc1cc(NS(=O)(=O)c2ccc(NC(=O)c3ccc(Cl)cc3Cl)cc2)no1	58.9%[activator]

Continued:
Second line of a record: POLK inh | POLH inh | LDHA block | RGS4 inh | 12-LOX inh | POLB inh | ERG Ets-DNA blk | Anesthetic bind | APE1 inh
31	COc1ccc(NC(=O)c2ccccc2[N+](=O)[O-])cc1OC
    -18.6% | -5.0% | -0.1 | -32.3% | -10.3% | 12.5% | . | 5.5% | 5.8%
32	COc1ccc(OCCCC(=O)Nc2cccc(S(=O)(=O)N3CCCCCC3)c2)cc1
    -15.1% | -10.5% | -6.0 | 18.1% | -0.5% | . | 7.2% | . | 18.7%
33	O=C(CCn1ccc2cc(S(=O)(=O)N3CCCC3)ccc21)NCc1ccccc1
    3.8% | -4.2% | 2.4 | -33.0%[56.9 µM] | -1.4% | 19.7% | 2.0% | -0.8% | -12.8%
34	O=C(CSC1=Nc2ccccc2N=C(c2ccc(F)cc2)C1)Nc1cccc(C(F)(F)F)c1
    -14.5%[60.1 µM] | -16.7% | -2.9 | 6.1% | -4.4% | 0.8% | -1.5% | -1.7% | .
35	CCOC(=O)c1ccc(NC(=O)C2CCCN(c3cnccn3)C2)cc1 (centres undefined)
    -3.1%&-22.9% | 5.9%&-15.9% | -14.7&-1.1 | 5.4%&6.9% | 8.5%&-11.8% | 16.6%&3.5% | -5.7%&-1.6% | -2.8%&-6.4% | 12.0%
36	O=C1CC[C@@H](CN(Cc2ccccn2)Cc2nc(-c3ccc(C(F)(F)F)cc3)no2)N1
    8.6% | -2.8% | 1.8 | -6.7% | 3.1% | -1.3% | -7.5% | -18.8% | 1.2%
37	CC(=O)Nc1ccc(NC(=O)C/C(C)=N/NC(=O)C(=O)N2CCCC2)cc1
    -8.1% | -6.2% | 0.6 | -3.6% | 0.0% | 2.3% | -2.4% | -15.0% | -4.4%
38	N#Cc1ccsc1NC(=O)c1cnccn1
    -21.5% | 17.5% | 3.5 | 6.7% | 9.9% | 7.1% | 7.7% | -12.7% | 4.3%
39	COc1cc(OC)cc(C(=O)O/N=C(\N)c2ccccn2)c1
    9.1% | -5.0% | 2.2 | 6.7% | 0.0% | -2.3% | -17.2% | 4.1% | 11.5%
40	Cc1ccc(C(C)C)c(OCC(=O)N/N=C/c2ccc(S(=O)(=O)O)o2)c1
    -4.0% | -2.1% | -5.1 | -9.0% | 395.5%[activator] | -0.5% | -1.0% | 0.6% | -0.6%

Along the list, from the results shown.
LDHA block for nos. 20–30, in order: -0.6, -3.7, 7.5&7.6, -11.2, -0.6, -10.2&1.4, 2.8, -6.9, -8.9, 0.0, 1.4

As entered above.
12-LOX inh result of `CN(C)c1ccc(S(=O)(=O)NCC(=O)NCc2ccccc2)cc1[N+](=O)[O-]` : -9.0%
POLK inh result of `COC(=O)C1=C(C)C(c2ccc(OC)cc2)NC(=O)N1` (centres undefined) : -1.5%

Not all compounds are listed; count on the stated rates, not on these rows.
